STK33 kin inh: human STK33 kinase inhibition | AID 2322 | 27,000 compounds, 0.44% hits | ADP-Glo luminescence, MBP substrate | inhibition, % at 12.5 µM | Q9BYT3; in the data active = inhibition above about 20%; inconclusive = no clear call, values can overlap the other calls
Target sequence (Q9BYT3 whole entry, looked up): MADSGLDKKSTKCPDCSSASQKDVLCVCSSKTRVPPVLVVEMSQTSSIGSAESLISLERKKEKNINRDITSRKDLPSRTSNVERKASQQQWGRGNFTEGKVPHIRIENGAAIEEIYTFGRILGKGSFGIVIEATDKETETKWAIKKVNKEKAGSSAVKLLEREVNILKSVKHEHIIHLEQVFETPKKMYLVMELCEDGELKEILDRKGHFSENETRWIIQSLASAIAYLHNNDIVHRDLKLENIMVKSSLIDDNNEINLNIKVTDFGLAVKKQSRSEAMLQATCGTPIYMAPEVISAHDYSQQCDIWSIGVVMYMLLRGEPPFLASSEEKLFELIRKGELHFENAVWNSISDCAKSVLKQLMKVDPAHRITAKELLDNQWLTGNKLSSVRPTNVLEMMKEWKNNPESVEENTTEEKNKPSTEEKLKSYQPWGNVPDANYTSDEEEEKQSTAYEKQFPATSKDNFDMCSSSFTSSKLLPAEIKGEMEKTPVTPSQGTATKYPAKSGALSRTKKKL
p53 PUMA act: restores mutant p53 pathway signaling in SW480 cells; SW480 PUMA-promoter luciferase, p53 mutant reactivation; 28,000 compounds, 1.5% hits; AID 624151; activation, % at 9.98 µM; in the data active = activation above about 52%; inconclusive = no clear call, values can overlap the other calls
* hit, by the source's call; ? = inconclusive; . = not tested or not shown.

structure	STK33 kin inh	p53 PUMA act
C[C@@H]1CCCCO[C@H](CN(C)C(=O)CCC(F)(F)F)[C@@H](C)CN([C@H](C)CO)C(=O)c2cc(NC(=O)NC3CCCCC3)ccc2O1	-4.0	.
O=C(NCc1ccco1)c1cc(-c2cccc(Cl)c2)nc2ccccc12	-4.0	2.2
C=CCn1c(SCc2nc3ccccc3c(=O)[nH]2)nnc1-c1cc2cc(Cl)ccc2o1	-3.6	-11.4
Cc1cc(C)c(-c2csc(Cc3nc(-c4cc5ccccc5oc4=O)cs3)n2)cc1C	0.8	-15.8
COc1ccc(C#Cc2ccc3c(c2)[C@]2(C(=O)N3)[C@H](C(=O)O)[C@H]3C(=O)O[C@H](c4ccccc4)[C@H](c4ccccc4)N3[C@@H]2c2ccc(OCCO)cc2)cc1	15.5	.
CNC[C@@H]1Oc2ccc(NS(C)(=O)=O)cc2CC(=O)N([C@@H](C)CO)C[C@@H]1C	-1.1	-3.6
O=C(C[C@@H]1C[C@@H]2c3cc(NC(=O)Nc4ccccc4F)ccc3O[C@@H]2[C@@H](CO)O1)NCc1ccccn1	.	10.6
C/C(=C\CCC(C)C1CC(O)C2(C)C3CCC4C(C)(C)C(OC5OCC(O)C(O)C5O)CCC45CC35CC(O)C12C)C(=O)O (stereo not drawn)	-0.8	.
COc1ccc(OC)c(NC(=O)CSc2nc(-c3ccccc3)cs2)c1	4.0	15.7
CCC(=O)N(C)C[C@H]1Oc2cc(C#Cc3ccccn3)ccc2S(=O)(=O)N([C@H](C)CO)C[C@H]1C	.	8.6
COc1ccc(S(=O)(=O)N(C)C[C@@H]2Oc3ccc(NC(=O)Nc4c(C)noc4C)cc3C(=O)N([C@@H](C)CO)C[C@@H]2C)cc1	0.6	13.4
CC1(C)CC[C@]2(C(=O)O)CC[C@]3(C)C(=CCC4[C@@]5(C)CC[C@H](O[C@@H]6O[C@H](C(=O)O)[C@@H](O[C@@H]7OC[C@@H](O)[C@H](O)[C@H]7O)[C@H](O)[C@H]6O)C(C)(C)C5CC[C@]43C)C2C1O (stereo partly drawn)	-3.7	13.4
CNC[C@@H]1OCCCC[C@@H](C)Oc2ccc(NC(=O)Nc3ccc(F)cc3)cc2C(=O)N([C@H](C)CO)C[C@@H]1C	-2.8	.
O=C(Nc1ccc(Cl)c(Cl)c1)C(Cc1ccccc1)N1C(=O)c2ccccc2C1=O (stereo not drawn)	-1.0	10.2
C=C1C[C@@]23CCC4[C@](C)(C(=O)O)CCC[C@@]4(C)[C@]2(O)CCC1C3 (stereo partly drawn)	-2.9	-2.9

The closing 3 compounds of the section above open the next one:
structure	STK33 kin inh	p53 PUMA act
CNC[C@@H]1OCCCC[C@@H](C)Oc2ccc(NC(=O)Nc3ccc(F)cc3)cc2C(=O)N([C@H](C)CO)C[C@@H]1C	-2.8	.
O=C(Nc1ccc(Cl)c(Cl)c1)C(Cc1ccccc1)N1C(=O)c2ccccc2C1=O (stereo not drawn)	-1.0	10.2
C=C1C[C@@]23CCC4[C@](C)(C(=O)O)CCC[C@@]4(C)[C@]2(O)CCC1C3 (stereo partly drawn)	-2.9	-2.9
C[C@H]1CN([C@@H](C)CO)C(=O)Cc2cc(N(C)C)ccc2O[C@@H]1CN(C)Cc1ccc(Cl)c(Cl)c1	-3.6	.
Cc1nc2ccc(NC(=S)NCCCO)cc2nc1C	-1.7	25.7
CC(C)NC(=O)N(C)C[C@H]1OCCCC[C@@H](C)Oc2ccc(NC(=O)CCCN(C)C)cc2C(=O)N([C@H](C)CO)C[C@@H]1C	-2.7	5.4
COc1ccccc1S(=O)(=O)N(C)C[C@@H]1OCc2cn(nn2)CCCC(=O)N([C@@H](C)CO)C[C@@H]1C	1.3	10.5
COc1cc(NC(=O)C(C)Oc2ccc(Cl)cc2Cl)c(C(=O)O)cc1OC (stereo not drawn)	-1.1	-7.7
C[C@H](CO)N1C[C@H](C)[C@@H](CN(C)C(=O)Nc2ccc(F)cc2)Oc2ncc(-c3cccnc3)cc2C1=O	.	-4.0
C[C@@H]1CCCCO[C@H](CN(C)C(=O)c2ccncc2)[C@H](C)CN([C@H](C)CO)C(=O)c2cc(NS(C)(=O)=O)ccc2O1	.	0.9
COCCNC(=O)CC1Sc2ccccc2NC1=O (stereo not drawn)	0.3	3.7
C[C@@H]1CN([C@H](C)CO)C(=O)c2cccc(NS(C)(=O)=O)c2O[C@@H]1CN(C)S(=O)(=O)c1cccs1	5.3	8.7
COc1ccc(NC(=O)N(C)C[C@H]2OCCCC[C@H](C)Oc3ccc(NC(=O)c4ccncc4)cc3C(=O)N([C@H](C)CO)C[C@@H]2C)cc1	.	2.2
CSC(N)=Nc1csc(C(F)(F)F)c1-c1ccccc1	.	-2.5
Cc1noc(C)c1NC(=O)Nc1ccc2c(c1)C(=O)N([C@@H](C)CO)C[C@H](C)[C@@H](CN(C)C(=O)Nc1ccccc1)O2	-3.1	.
Cc1noc(C)c1NC(=O)Nc1cccc2c1O[C@@H](CN(C)Cc1ccc(Cl)c(Cl)c1)[C@@H](C)CN([C@H](C)CO)C2=O	.	-2.8
C[C@@H]1CCCCO[C@H](CN(C)S(=O)(=O)c2cn(C)cn2)[C@@H](C)CN([C@H](C)CO)C(=O)c2cc(NS(=O)(=O)c3ccccc3)ccc2O1	0.9	.
COc1ccc(NC(=O)Nc2ccc3c(c2)C(=O)N([C@H](C)CO)C[C@H](C)[C@@H](CN(C)C(=O)Cc2ccccc2)OCCCC[C@@H](C)O3)cc1	-3.6	.
CCOc1ccc2c(c1)C(C)=CC(C)(C)N2	-1.0	17.4
CC(C)NC(=O)Nc1ccc2c(c1)C(=O)N([C@H](C)CO)C[C@H](C)[C@H](CN(C)C(=O)c1ccccc1)OCCCC[C@@H](C)O2	-2.4	.
COc1cccc(S(=O)(=O)N(C)C[C@H]2OCc3ccccc3-c3c(n(C)c4ccccc34)C(=O)N([C@@H](C)CO)C[C@H]2C)c1	.	-34.4
Cn1nnnc1SCC1=C(C(=O)O)N2C(=O)[C@@H](NC(=O)[C@H](O)c3ccccc3)[C@H]2SC1	4.8	-5.1
CCNc1nc(NC(C)(C)C)nc(SCC(N)=O)n1	3.6	-7.7
CN1CCCN=C1/C=C/c1cccs1	.	-0.5
CCC(CCCCC(=O)CCCCC1CCC(=O)O1)O[C@@H]1O[C@H](CO[C@@H]2O[C@H](CO)[C@@H](O)[C@H](O)[C@H]2O)[C@H](OC(=O)/C=C/c2ccc(O)cc2)[C@H](OC(C)=O)[C@H]1O (stereo partly drawn)	-5.9	8.3
C[C@@H]1CN([C@@H](C)CO)C(=O)c2cc(-c3ccccc3F)cnc2O[C@H]1CN(C)C(=O)C1CCOCC1	.	-13.5
Cc1ccc(S(=O)(=O)N(C)C[C@@H]2Oc3ccc(NC(=O)Cn4cnnn4)cc3C(=O)N([C@@H](C)CO)C[C@@H]2C)cc1	-0.2	.
C[C@H](CO)N1C[C@H](C)[C@H](CN(C)Cc2ccccc2)Oc2ccc(NS(=O)(=O)c3cccs3)cc2CC1=O	-3.9	13.7
C[C@H](CO)N1C[C@H](C)[C@H](CN(C)Cc2ccc(C(F)(F)F)cc2)Oc2ccc(NC(=O)Nc3cccc4ccccc34)cc2CC1=O	4.7	.
O=C(CSc1nnc(-c2ccccc2)n1-c1ccc(F)cc1)c1ccccc1	-1.7	21.6
COc1ccc(C(=O)c2ccccc2O)c(O)c1	-6.0	.
CC(C)NC(=O)Nc1ccc2c(c1)C(=O)N([C@H](C)CO)C[C@H](C)[C@@H](CN(C)Cc1ccc(Cl)c(Cl)c1)O2	-0.9	.
COc1ccc(NC(=O)Nc2ccc3c(c2)C(=O)N([C@@H](C)CO)C[C@H](C)[C@H](CN(C)CC2CCCCC2)OCCCC[C@H](C)O3)cc1	.	-20.4
Cc1ccc(OCC(=O)Nc2cccc(C(=O)O)c2)c(Br)c1	2.3	-84.2
CCOc1ccc(Cl)cc1S(=O)(=O)n1nnc2ccccc21	-1.5	2.2
Cc1nnc(SCC(=O)Nc2ccc(N3CCOCC3)cc2)o1	-2.2	21.4
C[C@@H]1CN([C@H](C)CO)C(=O)Cc2cc(NS(C)(=O)=O)ccc2O[C@@H]1CN(C)C(=O)Nc1cccc2ccccc12	-0.7	.
COc1ccc(NC(=O)N(C)C[C@@H]2Oc3ncc(Br)cc3C(=O)N([C@H](C)CO)C[C@@H]2C)cc1	6.9	.
Cc1noc(C)c1S(=O)(=O)Nc1ccc2c(c1)CC(=O)N([C@@H](C)CO)C[C@H](C)[C@H](CN(C)C(=O)Nc1cccc3ccccc13)O2	-0.9	.
Cc1cccc(NC(=O)CCCC(=O)O)c1C	-0.6	3.1
Cc1noc(C)c1NC(=O)Nc1cccc2c1O[C@@H](CN(C)S(=O)(=O)c1ccc(Cl)cc1)[C@@H](C)CN([C@@H](C)CO)C2=O	.	7.2
CCOc1ccccc1NC(=O)C1C(C(=O)O)C2C=CC1C21CC1 (stereo not drawn)	-4.9	2.7
CCOc1ccc2[nH]c(C)c(CCC(C)=O)c(=O)c2c1	-2.9	0.5
CN(CCC#N)CC(=O)Nc1ccccc1[N+](=O)[O-]	1.1	-4.6
CC(C)=CCc1cc2c(cc1O)O[C@H]1c3ccc(O)c(O)c3OC[C@@H]21	-5.1	.
C[C@@H]1CN([C@H](C)CO)C(=O)c2cccc(NC(=O)c3cnccn3)c2O[C@H]1CN(C)Cc1ccc(C(F)(F)F)cc1	.	1.2
Cc1noc(C)c1NC(=O)N(C)C[C@@H]1Oc2ccc(NC(=O)CCC(F)(F)F)cc2CC(=O)N([C@@H](C)CO)C[C@@H]1C	1.8	.
C[C@@H]1CN([C@H](C)CO)C(=O)c2cccc(NC(=O)c3nc4ccccc4s3)c2O[C@H]1CN(C)CC1CC1	.	0.8
COC(=O)Nc1sc2c(c1C(=O)NCc1ccco1)CCCC2	2.6	-7.3
C[C@H]1CN([C@@H](C)CO)C(=O)c2cc(NC(=O)Nc3ccc4c(c3)OCO4)ccc2O[C@@H]1CN(C)C(=O)Nc1ccc(C(F)(F)F)cc1	.	-33.6
CNC[C@@H]1Oc2ccc(NS(C)(=O)=O)cc2CC(=O)N([C@@H](C)CO)C[C@H]1C	.	2.3
COc1ccc2c(c1)c(=O)oc1c(C)c(OCC(=O)NCC3CCCO3)ccc12 (stereo not drawn)	1.3	52.4*
C[C@@H]1CN([C@@H](C)CO)S(=O)(=O)c2ccc(C#CC3CC3)cc2O[C@@H]1CN(C)Cc1ccccn1	.	-0.1
COc1ccc(NC(=O)Nc2ccc3c(c2)C(=O)N([C@H](C)CO)C[C@H](C)[C@@H](CN(C)S(=O)(=O)c2ccc(OC)cc2)OCCCC[C@@H](C)O3)cc1	2.4	.
C[C@@H]1CCCCO[C@H](CN(C)C(=O)CCC(F)(F)F)[C@@H](C)CN([C@@H](C)CO)C(=O)c2cc(NS(C)(=O)=O)ccc2O1	.	-1.9
C[C@H](CO)N1C[C@H](C)[C@@H](CN(C)Cc2ccccn2)Oc2ncc(C#CC3(O)CCCC3)cc2C1=O	.	10.2
COc1ccc(CCN2C(=O)c3oc4ccc(C)cc4c(=O)c3C2c2cccc([N+](=O)[O-])c2)cc1OC (stereo not drawn)	3.0	-11.6
CC(=O)Cn1c2ccccc2n2nc(CCC(=O)O)c(=O)nc12	0.0	-6.3
O=C(COc1ccc(S(=O)(=O)N2CCOCC2)cc1)Nc1ccc(Cl)c(C(F)(F)F)c1	1.6	-28.3
CC(C)NC(=O)Nc1ccc2c(c1)C(=O)N([C@H](C)CO)C[C@@H](C)[C@H](CN(C)S(=O)(=O)c1ccccc1)OCCCC[C@H](C)O2	.	-0.9
COc1cc(CO)ccc1OCC(=O)Nc1ccc(Br)cc1	1.9	?
CCOc1cc(S(=O)(=O)NCc2ccco2)ccc1Cl	2.9	-1.0
CNC[C@@H]1Oc2ccc(NC(=O)Nc3ccc(OC)cc3)cc2CC(=O)N([C@H](C)CO)C[C@H]1C	1.1	.

One compound at a time (already shown). Order of screens: STK33 kin inh, p53 PUMA act
CC(=O)Cn1c2ccccc2n2nc(CCC(=O)O)c(=O)nc12 is listed as 0.0, -6.3
C[C@H]1CN([C@@H](C)CO)C(=O)c2cc(NC(=O)Nc3ccc4c(c3)OCO4)ccc2O[C@@H]1CN(C)C(=O)Nc1ccc(C(F)(F)F)cc1 is listed as ., -33.6

(list continues)
structure	STK33 kin inh	p53 PUMA act
CC(=O)Nc1ccc(OCC(O)Cn2nc(C)c(Br)c2C)cc1 (stereo not drawn)	-1.1	1.2
C[C@@H]1CN([C@@H](C)CO)C(=O)c2cc(NS(=O)(=O)c3ccc(Cl)cc3)ccc2O[C@H]1CN(C)S(=O)(=O)c1cccs1	0.9	.
COc1cc(NC(=O)C(C)Oc2ccc(Cl)cc2Cl)c(OC)cc1Cl (stereo not drawn)	-0.2	?
NNc1nncc2ccccc12	-1.7	.
Cc1nn(-c2nnc(C)c(=O)[nH]2)c(C)c1SCC(=O)Nc1ccc(F)cc1	4.9	-7.0
C[C@@H]1CCCCO[C@H](CN(C)C(=O)c2ccncc2)[C@H](C)CN([C@@H](C)CO)C(=O)c2cc(NC(=O)CCC(F)(F)F)ccc2O1	.	2.9
CC(=O)C(O)(C(=O)OCc1ccc(O[C@@H]2O[C@H](CO)[C@@H](O)[C@H](O)[C@H]2O)cc1)C(C)C (stereo partly drawn)	0.9	0.3
NC(=O)c1c(NC(=O)COc2ccc3ccccc3c2)sc2c1CCCCCC2	-2.3	-7.1
COCCOC(=O)N1C(=O)[C@@]2(c3cc(C#CCC(C(=O)OC)C(=O)OC)ccc31)[C@H](C(=O)N1CCc3cc(OC)c(OC)cc3C1)[C@H]1C(=O)O[C@H](c3ccccc3)[C@H](c3ccccc3)N1[C@@H]2c1ccccc1OCCO	8.8	.

Only part of the results is shown (hit frequency here may not be typical).
